KOR beta-arrestin-1 = KOR agonists, beta-arrestin recruitment, primary screen, cell-based, luminescence, uHTS (AID 1777) | activation, % at 10 µM, or EC50 in µM where a hit was titrated | KOR beta-arrestin recruitment, luminescence; higher % means a stronger effect | hit rate 0.02% among 280,000; in the data active means activation above about 50%, passing the limit was not always enough; further: a part of the inactive calls stands beside numbers as strong as those of hits
NOD2 inhibition = NOD2 signaling inhibitors, cell-based, luminescence, uHTS, HEK293 (AID 1566). inhibition, % at 4 µM; hits with a dose series show EC50 in µM. HEK293 NOD2/NF-kB luciferase reporter, luminescence; higher % means a stronger effect. hit rate 0.63% among 290,000; further: many of its hits are not listed in these tables
NS5 inhibitors = Dengue-2 NS5 methyltransferase inhibitors, primary screen, biochemical, confirmation dose response (AID 588689); hit rate 0.3% among 340,000; Dengue-2 NS5 methyltransferase capping enzyme assay, biochemical; higher % means a stronger effect; inhibition, % at 25 µM; hits with a dose series show IC50 in µM; in the data active means a potency from the dose series
West Nile antiviral = inhibition of WNV-induced cytopathic effect – cell-based, CPE readout (AID 1621); West Nile virus-infected cells, CPE inhibition; higher % means a stronger effect; CPE inhibition, % at 10 µM, or IC50 in µM where a hit was titrated; hit rate 0.02% among 290,000; in the data active means a potency from the dose series; further: strong numbers were not always called active
AID2073 = inhibitors of Mint1-CaV2.2 protein interaction, biochemical, HTRF (AID 2073). HTRF protein-protein interaction, Mint1-CaV2.2; higher % means a stronger effect. one-dose inhibition, % at 20 µM; IC50 in µM for titrated hits. hit rate 0.19% among 290,000; in the data active means inhibition mostly above about 51%, no sharp cut-off; further: some results filed as inactive read as strong as hits
HIV fusion peptide = inhibitors of HIV fusion peptide binding, primary screen, biochemical, uHTS, fluorescence dequenching (AID 1986). hit rate 0.3% among 290,000. inhibition, % at 20 µM; hits with a dose series show IC50 in µM. cell-free peptide binding, fluorescence dequenching, 30 min; higher % means a stronger effect; in the data active means inhibition mostly above about 52%, no sharp cut-off; inactive means mostly below about 76%; further: some results filed as inactive read as strong as hits
NOD1 NF-kB reporter = inhibition of NOD1-driven NF-kB reporter – cell-based, luminescence, uHTS, primary screen (AID 1578) | NOD1-driven NF-kB luciferase reporter cells, luminescence; higher % means a stronger effect | inhibition, % at 4 µM; hits with a dose series show EC50 in µM | hit rate 1% among 290,000; in the data active means inhibition mostly above about 36%, no sharp cut-off; inactive means mostly below about 34%;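 further: HEK-293T reporter cells stimulated with the NOD1 agonist gamma-tri-DAP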
Yfh1-off respiration = mitochondrial function rescue without frataxin homolog – Friedreich's ataxia, plus single-dose screen, dose response (AID 1465); S. cerevisiae Yfh1-off respiration, WST-1 reduction, 72 h; higher fold induction means a stronger effect; hit rate 0.074% among 220,000; fold induction at 50 µM; hits with a dose series show EC50 in µM;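 active means fold induction of absorbance versus untreated yeast above a set limit, then at least 30% activation at any dose in follow-up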;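 further: activators that raise dye reduction in frataxin-depleted yeast; strong numbers were not always called active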
KOR beta-arrestin-2 = kappa opioid receptor blockers – cell-based, luminescence, uHTS (AID 1778); one-dose inhibition, % at 10 µM; IC50 in µM for titrated hits; hit rate 0.091% among 290,000; KOR beta-arrestin recruitment, luminescence, antagonist mode; higher % means a stronger effect; further: strong numbers were not always called active
NS5 inhibitors pilot replicate = also measured in NS5 inhibitors; calls as there; inhibition, %; measured here: pilot screen replicate inhibition
Starred values were filed as active, the others as inactive; i = inactive; . = no result given; [ ] = another dose, or the depositor's remark. Unless noted, no stated cut-off is given here; in the data, active means inhibition above about 50%; inactive means the rest. The list is partial, so the mix of outcomes need not match the whole.

SMILES	KOR beta-arrestin-1	NOD2 inhibition	NS5 inhibitors	West Nile antiviral	AID2073	HIV fusion peptide	NOD1 NF-kB reporter	Yfh1-off respiration	KOR beta-arrestin-2	others
Cc1ccc(C(=O)NC(C)c2ccc(-n3ccnc3)cc2)c(C)c1 (configuration not stated)	3.3%	5%	2%	-0.8%	5%	-0.7%	-14%	.	-20%
Cc1cc(/C=C(\C#N)C(=O)NC2CCCCCC2)c(C)[nH]1	1.6%	-14%	19%	-1.3%	5%	1.8%	-47%	i	19%
CSc1nsc(SCC(=O)Nc2ccc(OC(C)=O)cc2)n1	4.9%	-59%	-7%	0.1%	-4%	0.5%	-36%	i	-14%
NC1=NC[C@@H](Cc2ccc(O)cc2)N1CC1CCCCC1	-0.4%	14%	-4%	-0.2%	9%	-1.9%	7%	i	41%
COc1ccc(CN2CCC(C)CC2)cc1OCc1ccccc1	-5.7%	-8%	5%	-1.0%	-3%	1.5%	-20%	.	-17%[20 µM]
C(=N\Nc1nc(N2CCCCCC2)nc(N2CCCCCC2)n1)/c1ccccc1	3.4%	5%	-12%	-0.5%	-7%	1.1%	-12%	i	-62%
CC1(C)NC(=O)NC2(C)NC(=O)NC(C)(C)C12 (configuration not stated)	6.1%	-6%	4%	-0.1%	0%	-2.4%	16%	i	32%
O=C(Nc1ccc(Cn2nnc3ccccc32)cc1)c1ccco1	3.0%	10%	4%	-0.5%	2%	-0.2%	-24%	i	5%	NS5 inhibitors pilot replicate=-3.6
O=C(NCCN1CCOCC1)c1ccc(/C=C2\Sc3ccccc3N(Cc3ccc(F)cc3)C2=O)cc1	1.6%	40%	-1%	-1.0%	8%	0.7%	5%	.	-11%
COC(=O)c1sc(=S)n(-c2cc(F)ccc2F)c1N	0.8%	3%	1%	0.1%	-31%	-2.3%	-8%	i	-34%
CN(C)S(=O)(=O)n1cc(/C=C(\NC(=O)c2ccccc2F)C(=O)NCCCN2CCOCC2)c2ccccc21	0.5%	24%	-7%	0.3%	7%	0.8%	-14%	.	-31%
Oc1ccc(Br)cc1C1Nc2ccccc2S1 (configuration not stated)	-4.9%	-24%	-4%	0.3%	28%	-1.3%	-9%	.	12%
CCS(=O)(=O)c1ccc(N=Nc2ccc(O)c3ncccc23)c(OC)c1	-7.4%	-26%	0%	2.7%	12%	0.6%	-30%	i	14%
CCN1C(=O)CC(N2CCN(c3ccc(OC)cc3)CC2)C1=O (configuration not stated)	-6.9%	6%	-3%	0.1%	-2%	-2.5%	11%	i	-60%
CC(=O)c1ccc(NC(=O)Cn2cnc(S(=O)(=O)N3CCC(C)CC3)c2)cc1	1.3%	3%	-4%	0.9%	16%	2.0%	-12%	.	-7%

Copied from above for reference:
SMILES	KOR beta-arrestin-1	NOD2 inhibition	NS5 inhibitors	West Nile antiviral	AID2073	HIV fusion peptide	NOD1 NF-kB reporter	Yfh1-off respiration	KOR beta-arrestin-2	others
Cc1cc(/C=C(\C#N)C(=O)NC2CCCCCC2)c(C)[nH]1	1.6%	-14%	19%	-1.3%	5%	1.8%	-47%	i	19%
CSc1nsc(SCC(=O)Nc2ccc(OC(C)=O)cc2)n1	4.9%	-59%	-7%	0.1%	-4%	0.5%	-36%	i	-14%
NC1=NC[C@@H](Cc2ccc(O)cc2)N1CC1CCCCC1	-0.4%	14%	-4%	-0.2%	9%	-1.9%	7%	i	41%

Next structures:
SMILES	KOR beta-arrestin-1	NOD2 inhibition	NS5 inhibitors	West Nile antiviral	AID2073	HIV fusion peptide	NOD1 NF-kB reporter	Yfh1-off respiration	KOR beta-arrestin-2	others
CC(C)Oc1ccc(/C(O)=C2/C(=O)C(=O)N(CCN(C)C)C2c2cccs2)cc1 (configuration not stated)	0.5%	13%	-9%	0.0%	8%	3.0%	8%	i	3%
CCOC(=O)c1ccoc1CSCC(=O)N1CCN(S(=O)(=O)c2ccc(C)cc2)CC1	6.8%	22%	3%	-1.2%	11%	1.4%	-20%	i	17%
CC1CCc2nc(NCCO)nc(C(F)(F)F)c2C1 (configuration not stated)	4.9%	1%	-1%	0.1%	-4%	0.6%	-20%	i	2%
CC(C)NC(=O)C(=O)NCCN1CCN(C(=O)c2ccc(C(C)(C)C)cc2)CC1	-3.8%	-1%	-5%	0.4%	1%	-0.4%	-32%	i	-42%[20 µM]
CC(C)C(NC(=O)/C=C/c1cccc([N+](=O)[O-])c1)C(C)C	-1.2%	5%	1%	-1.0%	5%	-2.1%	-22%	i	14%
COc1ccccc1OCC(=O)NCCc1nc2ccccc2[nH]1	-2.0%	2%	4%	0.2%	-8%	2.2%	-16%	i	-11%
Clc1ccc(OCc2nnnn2-c2ccccc2)cc1	3.3%	16%	0%	-0.9%	4%	-2.4%	-16%	i	3%
CSc1nc(O)c(C(c2ccc(C)cc2)c2c(O)nc(SC)[nH]c2=O)c(=O)[nH]1	-1.8%	-9%	5%	0.8%	10%	0.7%	-10%	.	-1%	NS5 inhibitors pilot replicate=4.3
C1=C(c2ccco2)N2CCN=C2S1	.	11%	.	-0.2%	-39%	-1.2%	-26%	.	-25%[20 µM]
CC1CCCCC1NC(=O)c1ccc(S(=O)(=O)N2CCN(C)CC2)cc1 (configuration not stated)	0.3%	13%	0%	-0.5%	5%	0.2%	17%	.	-40%[20 µM]
Nc1nc2n(c1C(=O)c1ccccc1)CCC2	-0.4%	13%	4%	0.8%	0%	-0.7%	-2%	i	0%
O=C(CSc1nnc(-c2ccccc2)o1)N1CCN(c2ccccc2)CC1	3.3%	-10%	3%	0.0%	12%	4.6%	0%	i	-49%
NC(=O)c1ccc[n+](CC(=O)c2ccc(F)cc2)c1	-2.3%	-9%	-8%	1.0%	-4%	-1.3%	-8%	i	16%
CC(C)[C@@H]1NC(=O)c2cc([N+](=O)[O-])cc(I)c2NCCC[C@@H](C(=O)NC(CC(=O)O)C(N)=O)NC(=O)[C@H](CO)NC1=O (some centres not stated)	-1.6%	-3%	-8%	2.2%	-13%	4.0%	-23%	i	-19%
Cc1ccc(S(=O)(=O)N/N=C/c2cccc([N+](=O)[O-])c2)cc1	-3.1%	15%	-8%	-0.1%	-31%	1.4%	-13%	i	-11%
Cc1ccc(C(=O)CC(Nc2ccc(F)cc2)c2ccccc2)cc1 (configuration not stated)	-4.0%	12%	-3%	-0.5%	0%	-0.6%	7%	i	28%
COc1ccccc1Nc1nc(-c2ccccc2O)nc2ccccc12	-5.0%	7%	-1%	-0.5%	38%	1.0%	-16%	i	-7%[20 µM]
COc1cc(NC(=O)c2ccc(F)cc2)c(OC)cc1NC(=O)CN1CCOCC1	.	31%	-1%	0.3%	3%	-1.1%	-25%	i	-43%[20 µM]
S=C(Nc1cccc(Br)c1)c1ccccc1	-1.4%	-36%	-8%	-0.1%	-5%	-3.2%	-11%	i	18%
O=C(Nc1nnc(-c2ccco2)s1)C1CCCCC1	-3.3%	-82%	19%	0.1%	25%	2.3%	-74%	i	4%
CCOC(=O)N1CCC(N2Cc3cccc(C(=O)NC(C)c4ccc5c(c4)OCCO5)c3C2=O)CC1 (configuration not stated)	-0.8%	17%	3%	0.2%	-5%	-1.1%	-1%	i	-8%
COc1ccc(CNC(=O)COC(=O)c2cccs2)cc1	-1.3%	5%	1%	-0.6%	4%	1.4%	-28%	.	-3%
CCCCN(CCCC)CCCNC(=O)C12CN(Cc3ccccc3)CC1C(c1cccc([N+](=O)[O-])c1)=NO2 (configuration not stated)	10%	-18%	3%	0.0%	5%	0.8%	-21%	i	-14%
CCOCC(=O)Nc1nnc(COC)s1	8.2%	-12%	0%	0.5%	2%	-1.2%	-4%	i	-9%
N=c1sccn1CC(=O)Nc1ccccc1Oc1ccccc1	5.0%	-14%	7%	0.0%	-8%	-1.3%	-22%	i	-39%
CCc1cc(=O)oc2c(CN3CCN(C)CC3)c(O)c(Cl)cc12	-1.4%	15%	7%	-0.3%	23%	-0.6%	9%	i	-63%	NS5 inhibitors pilot replicate=2.3
O=C(NCC1CCCO1)NC1(C(F)(F)F)Oc2ccccc2O1 (configuration not stated)	5.1%	-2%	-2%	-0.5%	-1%	-2.3%	6%	i	-8%
COc1ccccc1NCC(=O)c1ccc(Cl)cc1	-2.0%	9%	-1%	-0.4%	2%	-0.4%	0%	.	3%
O=C(O)CCC(=O)N1CCC(n2nnc3cc(C(F)(F)F)ccc32)CC1	0.2%	19%	3%	-0.2%	23%	2.5%	6%	i	0%
Cc1occc1C(=O)NNC(=O)NC12CC3CC(CC(C3)C1)C2	-2.4%	5%	-13%	.	-11%	0.6%	-1%	.	-10%
O=C(NNC(=O)c1cccnc1Cl)c1ccc(F)cc1	5.1%	-6%	1%	0.3%	-6%	-0.6%	-25%	.	9%
Cc1ccc(NCc2ccco2)cc1C	4.7%	1%	9%	-0.4%	-9%	-1.5%	-38%	i	-5%[20 µM]
CC1C(=O)Nc2ccccc2N1C(=O)c1ccc(F)cc1 (configuration not stated)	-8.1%	15%	-3%	0.9%	3%	2.8%	-4%	.	12%
O=C(NCc1cccnc1)C(=O)NCC1OCCN1S(=O)(=O)c1cc(F)ccc1F (configuration not stated)	2.0%	12%	2%	0.0%	26%	0.4%	-12%	i	-35%
O=C(Oc1ccccc1C(=O)N1CCOCC1)c1ccccc1	-2.2%	-2%	2%	0.4%	-2%	0.6%	-12%	i	-9%
CCC(=O)N1CC2(CC(c3cccc([N+](=O)[O-])c3)=NO2)C[C@H]1C(=O)NCC(N)=O (some centres not stated)	1.7%	-11%	-7%	0.0%	-8%	-1.8%	-12%	i	-33%
COC(=O)CSc1nc2ccccc2n1CC(=O)N(C(C)C)C(C)C	.	7%	-8%	0.6%	-2%	2.7%	13%	i	.
COc1ccc(NC(=O)CN(C)C(=O)CSc2ccc3c(c2)OCCO3)cc1	0.1%	-2%	1%	-0.6%	-10%	0.6%	-26%	.	6%
Cc1cc2cc(CNC(=O)c3cc4ccccc4o3)ccc2n1C	0.5%	5%	.	0.3%	38%	0.3%	-16%	i	-36%
NC(=O)c1c(NC(=O)c2ccc(S(=O)(=O)N3CCOCC3)cc2)sc2c1CCCCC2	-1.8%	15%	-2%	0.3%	13%	2.3%	-15%	i	16%
Cc1cccc(NC(=O)c2cc(NC(=O)CCCC(=O)O)ccc2Cl)n1	0.9%	-10%	-1%	0.0%	-1%	-1.1%	-10%	i	-41%
COc1cccc(-c2noc(CCC(=O)NCCc3ccccc3)n2)c1	5.1%	7%	-10%	-0.8%	-4%	0.4%	-12%	.	-10%
CCCSc1nsc(NC(=O)Nc2ccc(F)cc2F)n1	0.3%	42%	-10%	1.1%	1%	1.7%	43%	.	-14%[20 µM]
Cn1c(=O)c(Oc2cc(Cl)cc(Cl)c2)nc2ccccc21	1.3%	4%	0%	0.1%	7%	2.5%	-27%	i	10%
COc1ccc(OC)c(C(=O)COC(=O)c2c(OC)cccc2OC)c1	2.0%	11%	-1%	0.1%	-1%	-1.1%	-12%	i	12%

Quoted at random: 2 entries already listed
SMILES	KOR beta-arrestin-1	NOD2 inhibition	NS5 inhibitors	West Nile antiviral	AID2073	HIV fusion peptide	NOD1 NF-kB reporter	Yfh1-off respiration	KOR beta-arrestin-2	others
CCCSc1nsc(NC(=O)Nc2ccc(F)cc2F)n1	0.3%	42%	-10%	1.1%	1%	1.7%	43%	.	-14%[20 µM]
CC(C)C(NC(=O)/C=C/c1cccc([N+](=O)[O-])c1)C(C)C	-1.2%	5%	1%	-1.0%	5%	-2.1%	-22%	i	14%

Screening results deposited in PubChem by several laboratories.
